Screening results from PubChem.
HP1b chromo inh = blocks HP1-beta chromodomain binding to methylated histone tails; actives 0.56% (n = 390,000); AID 540317; P83916; AlphaScreen HP1-beta / biotin-H3K9me3 peptide binding; Potency, µM (top dose mostly 114 µM), for inactives: top-dose activity change, negative = inhibition, hits mostly inhibitors; note: nearly all actives have a fitted effect of over 70% in size; inactives centre near 23
Target sequence (P83916 whole entry, looked up): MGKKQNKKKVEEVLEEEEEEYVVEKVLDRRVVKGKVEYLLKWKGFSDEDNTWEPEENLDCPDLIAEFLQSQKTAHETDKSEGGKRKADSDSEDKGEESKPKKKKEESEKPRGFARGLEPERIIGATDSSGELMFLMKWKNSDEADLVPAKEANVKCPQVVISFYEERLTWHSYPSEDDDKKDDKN
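AlphaScreen: HP1-beta (50 nM) preformed 30 min with biotin-H3(1-18)K9me3 peptide (50 nM) in PBS pH 7.4, 0.01% Tween-20. Compound added for 30 min at RT, then streptavidin donor/nickel chelate acceptor beads (10 ug/mL) for 30 min.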
RGS4 inhibitor = inhibitors of human regulator of G protein signaling 4 | Transcreener GDP fluorescence polarization, RGS4-accelerated GTP hydrolysis | P49798 | actives 0.039% (n = 390,000) | AID 504845 | Potency, µM (top dose mostly 114 µM), for inactives: at the highest dose activity change, negative = inhibition, usual class: inhibitors; note: % is set by controls: 0 for no effect and ±100 for the full control effect; nearly all actives have a fitted effect of over 75% in size; some results filed as inactive show a strong effect at the top dose
Target sequence (P49798 whole entry, looked up): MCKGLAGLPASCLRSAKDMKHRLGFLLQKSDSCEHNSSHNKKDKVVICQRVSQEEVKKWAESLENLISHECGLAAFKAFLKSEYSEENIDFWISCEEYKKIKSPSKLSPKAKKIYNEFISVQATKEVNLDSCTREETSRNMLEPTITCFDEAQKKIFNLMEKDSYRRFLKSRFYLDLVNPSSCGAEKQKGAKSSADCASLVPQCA
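MLSMR compounds (23 nl, pin-transferred) preincubated 10 min at room temperature with a 500nM (2x) first reagent, then RGS4 at 900nM (2x) plus Transcreener GDP mix added; fluorescence polarization (620/688 nm) read before and after 90 min at 30 °C.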
GLS inh = glutaminase GLS (human) inhibition; actives 0.21% (n = 410,000); GLS enzymatic activity, qHTS titration; AID 624170; O94925; Potency, µM (top dose mostly 45.5 µM), without a hit: at the top dose activity change, negative = inhibition, hits mostly inhibitors; note: % is set by controls: 0 for no effect and ±100 for the full control effect
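hKGA; 45 mM KH2PO4 pH 8.2 + 0.02% Tween-20; cpd via pin tool; 1 mM Gln soln; GluOx/HRP/Amplex Red; RT 30 min; fluor. t0 & final.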
rTrxR1 inhibitor = rat TrxR1 inhibition; actives 1% (n = 390,000); recombinant rTrxR1, NADPH fluorescence consumption, selenite substrate; Potency, µM (top dose mostly 114 µM), for inactives: at the highest dose activity change, negative = inhibition, usual class: inhibitors; note: % is set by controls: 0 for no effect and ±100 for the full control effect; nearly all actives have a fitted effect of over 65% in size
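Rat TrxR1 (90 nM in the dispensed reagent) was pre-reduced with 400 uM NADPH for 5 min at room temperature, then incubated with compound for 15 min. After 400 uM selenite was added, NADPH fluorescence (Ex 340/Em 450 nm) was followed for 8 min.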
ERG Ets-DNA blk = ERG Ets/DNA interaction inhibition; Potency, µM (doses to about 76.9 µM), for inactives: top-dose FP activity, negative = inhibition, usual class: inhibitors; actives 0.028% (n = 370,000); P11308; fluorescence polarization, His-ERG Ets domain / labelled DNA; active = well fitted inhibition curve with a large enough effect in the polarisation, with a control signal flat; inconclusive = small, poorly fitted or top-dose-only effect, or effect the other way, or a change in a side signal; inactive = no such curve, though single readings can be large or run the other way; the % refers to the polarisation;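 note: polarization taken with two DNA probes labelled with fluorescein and Texas red; % of control where 0% means no effect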
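His-tagged ERG Ets domain (1 uM in the protein solution; 300mM KCl, 50mM Tris-HCl, 1mM EDTA, 1mM DTT, pH 7.5) received compound, then a probe mix of 5 nM fluorescein-DNA and 100nM Texas-615-DNA. Fluorescence polarization was read for both dyes.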
Pin1 inhibitor = blocks the human prolyl isomerase Pin1. Pin1 FP peptide displacement, HiFluor488, 10 min. Potency, µM (highest dose often 115 µM), without a hit: at the top dose activity, negative = inhibition, usual class: inhibitors. AID 504891. Q13526. actives 0.009% (n = 390,000); active = well fitted inhibition curve with a large enough effect in the polarisation, with a control signal flat, not every such curve was filed as active; inconclusive = small, poorly fitted or top-dose-only effect, or effect the other way, or a change in a side signal; inactive = no such curve, though single readings can be large or run the other way; the % refers to the polarisation; note: % is set by controls: 0 for no effect and ±100 for the full control effect
Target sequence (Q13526 whole entry, looked up): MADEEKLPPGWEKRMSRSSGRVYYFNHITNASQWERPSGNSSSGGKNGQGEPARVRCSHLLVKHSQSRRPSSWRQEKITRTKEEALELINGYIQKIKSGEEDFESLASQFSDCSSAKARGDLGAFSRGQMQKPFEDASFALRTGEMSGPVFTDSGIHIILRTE
Tb PGK inh = T. brucei PGK inhibition. P07378. PGK/GAPDH coupled, Kinase-Glo luminescence, 60 min. Potency, µM (series often up to 57.5 µM), inactives show at the highest dose activity change, negative = inhibition, usual class: inhibitors. actives 0.043% (n = 380,000); note: % is set by controls: 0 for no effect and ±100 for the full control effect; nearly all actives have a fitted effect of over 60% in size
Target sequence (P07378 whole entry, looked up): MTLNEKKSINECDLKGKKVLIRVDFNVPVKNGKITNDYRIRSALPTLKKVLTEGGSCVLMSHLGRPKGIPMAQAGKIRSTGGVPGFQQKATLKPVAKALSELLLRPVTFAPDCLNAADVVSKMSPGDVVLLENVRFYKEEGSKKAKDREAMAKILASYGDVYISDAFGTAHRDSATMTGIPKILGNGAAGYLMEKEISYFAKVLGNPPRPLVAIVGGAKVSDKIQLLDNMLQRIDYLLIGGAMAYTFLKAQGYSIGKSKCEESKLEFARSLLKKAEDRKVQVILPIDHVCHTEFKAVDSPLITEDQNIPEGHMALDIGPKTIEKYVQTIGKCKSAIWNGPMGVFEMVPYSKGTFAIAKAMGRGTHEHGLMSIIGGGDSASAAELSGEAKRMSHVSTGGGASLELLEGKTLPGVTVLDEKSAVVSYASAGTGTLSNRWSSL
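Luminescent ATP detection (Kinase-Glo Plus) follows a 60-minute room-temperature incubation, with wells lacking PGK as controls. Buffer: 100 mM TEA (pH 7.6), 5 mM MgCl2, 0.01% Tween-20. Coupling enzyme GAPDH (100 nM final) supplies unstable 1,3-BPG in-well.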
ALOX12 inh = blocks human arachidonate 12S-lipoxygenase; Potency, µM (series often up to 108 µM), without a hit: at the top dose activity change, negative = inhibition, most hits filed as inhibitors; P18054; purified 12hLO, xylenol orange hydroperoxide absorbance; actives 1.1% (n = 580,000); note: % is set by controls: 0 for no effect and ±100 for the full control effect
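Purified human 12hLO at 150 nM in 25 mM Hepes, 0.01% Triton X-100, pH 7.0, preincubated 15 min at room temperature with compound. Reaction started with 40 uM arachidonic acid, 30 min at room temperature. Hydroperoxide measured by Fe-xylenol orange, 573/405 nm absorbance ratio.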
JMJD2A Tudor inh = JMJD2A Tudor domain (human) inhibition | AlphaScreen JMJD2A-Tudor / H3K4me3 peptide binding | Potency, µM (top dose mostly 114 µM), for inactives: top-dose activity change, negative = inhibition, hits mostly inhibitors | actives 4.4% (n = 390,000); note: % is set by controls: 0 for no effect and ±100 for the full control effect; nearly all actives have a fitted effect of over 50% in size
* = called active by the depositor; i = inactive; ? = inconclusive; · = no result given; [ ] = dose if it differs, or a comment. Unless noted, calls come from the whole dose curve; as a rule, active = well fitted curve in the direction sought with a large enough effect; inconclusive = small, poorly fitted or top-dose-only effect, or another doubt; inactive = no such curve, though single readings can be large; an effect the other way counts as inactive or inconclusive. Potency is the fitted concentration of half-maximal effect. This is a subset; rates above refer to the full screens.

SMILES	HP1b chromo inh	RGS4 inhibitor	GLS inh	rTrxR1 inhibitor	ERG Ets-DNA blk	Pin1 inhibitor	Tb PGK inh	ALOX12 inh	JMJD2A Tudor inh
Cc1cccc(-n2c(-c3ccncc3)n[nH]c2=S)c1	4%	-17%	13%	-27%	0%	-7%	-6%	?	28µM*
CSc1ccc(/C=C/C(=O)c2ccc(NC(=O)C(C)C)cc2)cc1	8%	-24%	3%	-17%	3%	39%[activator]	-4%	456%[activator]	-20%
Cc1ccc(C(=O)NNC2CC(=O)N(c3ccc4c(c3)OCCO4)C2=O)cc1 (stereo unspecified)	32%	-17%	22%	-14%	-4%	6%	-11%	12%	-21%
O=C(c1nc2ccccc2[nH]1)c1ccccc1[N+](=O)[O-]	-8%	13%	?	9%	-1%	-5%	-3%	?	-20%
Cn1c(=O)n(CCO)c(=O)c2c1nc(Br)n2Cc1ccccc1	26%	-11%	-6%	14%	-14%	-5%	-2%	4%	-13%
COc1ccc(Nc2ncnc3nc[nH]c23)cc1OC	44%[activator]	4%	12%	13%	-14%	3%	-5%	·	-19%
N#CCSc1nnc(Cc2cccc3ccccc23)n1C1CCCCC1	21%	-22%	-4%	2%	17%	7%	i	-1%	-16%
Cc1c(C(=O)Nc2ccncc2)oc2ccccc12	23%	-15%	5%	8%	-4%	2%	1%	-4%	-12%
CCCn1c(=O)c(C(=O)OCC)c(O)c2cc(Br)ccc21	31%	-3%	-6%	9%	10%	-3%	-2%	0%	-20%
Cn1cccc1/C=C1\SC(=S)N(NC(=O)c2ccccc2)C1=O	?	-12%	-1%	7%[57.1 µM]	10%	?	-2%	-19%	?
CC(=O)NC12CC3CC(C1)CC(C(=O)OCC(=O)Nc1c(F)cccc1F)(C3)C2	10%	-29%	7%	9%	-7%	8%	-7%	96%[activator]	-9%
O=C(CSc1nc2ccccc2nc1Cc1ccc(Cl)cc1)NCCc1ccccc1	5%[57 µM]	-11%	-13%	33%[57.1 µM]	0%	11%	-1%	-3%	-14%
CCOCCCNC(=O)c1ccc(CS(=O)(=O)c2cccc(C(F)(F)F)c2)o1	18%	7%	5%	5%	-7%	-1%	2%	3%	2%
OCC(O)C1OC(c2ccco2)OC(CO)C1O (stereo unspecified)	4%	11%	-5%	23%	-3%	-1%	5%	0%	-13%
O=C(Cn1nnc(-c2ccccc2)n1)NNC(=O)c1ccccc1	?	-3%	3%	21%[57.1 µM]	5%	-3%	1%	1%	-11%
CC(C)CC(C(=O)O)C(C)CC(=O)Nc1ccn(-c2ccccc2)n1 (stereo unspecified)	18%	-34%	-7%	17%	-1%	-5%	-2%	17%	-13%
CC1CCCC(C)N1C(=O)COC(=O)c1cncc(Br)c1 (stereo unspecified)	12%[57 µM]	11%	-19%	29%[57.1 µM]	-7%	-9%	-9%	3%	-11%
COc1ccccc1NC(=O)CS(=O)(=O)c1cccc2nsnc12	26%	-18%	-5%	2%[57.1 µM]	-6%	2%	-5%	-5%	15%
Cc1csc2c(N3CCN(C(=O)Nc4ccc(Cl)c(Cl)c4)CC3)ncnc12	26%	-48%	-1%	27%	1%	20%	5%	?	-8%
CCN=C1SC(CC(=O)NCc2ccccc2)C(=O)N1CC (stereo unspecified)	38%	-10%	10%	10%	8%	-1%	-6%	-13%	-10%
Cc1ccc([N+](=O)[O-])cc1NC(=O)C(C)NS(=O)(=O)c1ccc(F)cc1 (stereo unspecified)	?	?	5%	16%[57.1 µM]	-4%	0%	4%	0%	-8%[11.4 µM]
Cc1ccc(S(=O)(=O)N(C)c2ccc(C(=O)N3CCCCC3)cc2)cc1	18%	4%	·	-5%	-1%	?	-1%	-1%	4%
O=C(CSc1ncnc2nc[nH]c12)N1CCN(c2ccccc2)CC1	24%	13%	·	-1%	0%	?	-1%	-4%	4%
COc1ccc2cc3c(N)nn(C(=O)c4ccc(OC)c(OC)c4)c3nc2c1	27%	-13%	-4%	-3%	-13%	?	-2%	-20%	-27%
O=C(Nc1ccc(-n2ccc(C(F)(F)F)n2)cc1)c1cccs1	40%[activator]	13%	-26%	12%	13%	-3%	-9%	1%	4%

Additional entries:
SMILES	HP1b chromo inh	RGS4 inhibitor	GLS inh	rTrxR1 inhibitor	ERG Ets-DNA blk	Pin1 inhibitor	Tb PGK inh	ALOX12 inh	JMJD2A Tudor inh
CC(NC(=O)C1(C)CC1(Br)Br)C(C)(C)C (stereo unspecified)	20%	-3%	12%	14%	-13%	-5%	-9%	-22%	-2%
O=[N+]([O-])c1cccc(CN2C(COCc3ccccc3)CCC=CS2(=O)=O)c1 (stereo unspecified)	19%	-1%	·	-12%	·	-7%	·	·	-20%
COC(C(=O)NC1CC1)c1ccccc1 (stereo unspecified)	-5%	-10%	0%	2%	-2%	12%	-3%	-10%	-14%[57.1 µM]
O=C(NCC1COc2ccccc2O1)C1CCN(S(=O)(=O)c2cccc3nsnc23)CC1 (stereo unspecified)	36%	-9%[11.4 µM]	-15%	-5%	-6%	-1%	-6%	-17%	-5%[11.4 µM]
CCOC(=O)N1CCc2c(sc3c2C(=O)NC(c2cc(OC)c(OC)c(OC)c2)N3)C1 (stereo unspecified)	-1%	-9%	2%	-5%	-2%	-1%	i	-3%	?
CC(C)NC(=O)C1CCC(Cn2c(=O)c3sccc3n(CC(=O)NCc3ccccc3)c2=O)CC1 (stereo unspecified)	10%	-3%	0%	24%[57.1 µM]	1%	0%	i	5%	-14%
Cc1cccc(/N=C/c2c(C)[nH]n(-c3ccccc3)c2=O)n1	42%	-25%[11.4 µM]	-19%	-8%	-2%	2%	i	10%	-3%[11.4 µM]
Cc1cccc(NC(=S)NC(=O)c2cccs2)n1	10%	2%	19%	-20%	-7%	3%	2%	16%	-22%
Cc1cccnc1NC(=O)c1ccc2c(c1)OCO2	18%	-28%	10%	9%	-7%	-1%	-10%	0%	5%
O=c1cc(CN2CCN(c3cccc(Cl)c3)CC2)c2cc3c(cc2o1)CCCC3	24%	12%	-20%	17%[57.1 µM]	1%	-4%	-8%	-20%	-19%
COc1cccc2[nH]c3c(Cl)ncnc3c12	-4%	-2%	5%	40%[activator]	8%	3%	-3%	-14%	-5%
Cc1ccc(C2C(C(=O)c3cccs3)=C(O)C(=O)N2c2cccc(C)n2)cc1 (stereo unspecified)	?	-9%	-9%	20%[57.1 µM]	4%	0%	-5%	0%	?
COc1ccc(/C=N\NC(=O)c2ccccc2)cc1COc1ccc(F)cc1	30%	5%	-9%	23%	9%	1%	-2%	7%	2%
Cc1ccc(CNC(=O)CCS(=O)(=O)c2cccc3nonc23)cc1	7%	-13%	0%	56µM*	0%	-9%	i	0%	-23%
CCN(CCCNC(=O)CCNC(=O)Cn1cnc2ccccc2c1=O)c1ccccc1	34%[activator]	-7%	67%[activator]	9%	4%	-6%	6%	10%	-3%
CC(C)(C)C(=O)Nc1ccc(S(=O)(=O)Nc2ccccn2)cc1	55%[activator]	-17%	1%	25%[57.1 µM]	-2%	3%	-4%	-4%	-3%
Fc1ccc(NCc2nnc3n2CCCCC3)cc1Cl	16%[57 µM]	10%	41%[activator]	21%[57.1 µM]	0%	-10%	0%	-1%	-15%

An excerpt from above in order of formula weight, rising.
SMILES	HP1b chromo inh	RGS4 inhibitor	GLS inh	rTrxR1 inhibitor	ERG Ets-DNA blk	Pin1 inhibitor	Tb PGK inh	ALOX12 inh	JMJD2A Tudor inh
Cc1cccnc1NC(=O)c1ccc2c(c1)OCO2	18%	-28%	10%	9%	-7%	-1%	-10%	0%	5%
Cc1cccc(NC(=S)NC(=O)c2cccs2)n1	10%	2%	19%	-20%	-7%	3%	2%	16%	-22%
Cc1cccc(/N=C/c2c(C)[nH]n(-c3ccccc3)c2=O)n1	42%	-25%[11.4 µM]	-19%	-8%	-2%	2%	i	10%	-3%[11.4 µM]
Fc1ccc(NCc2nnc3n2CCCCC3)cc1Cl	16%[57 µM]	10%	41%[activator]	21%[57.1 µM]	0%	-10%	0%	-1%	-15%
CC(C)(C)C(=O)Nc1ccc(S(=O)(=O)Nc2ccccn2)cc1	55%[activator]	-17%	1%	25%[57.1 µM]	-2%	3%	-4%	-4%	-3%
Cc1ccc(CNC(=O)CCS(=O)(=O)c2cccc3nonc23)cc1	7%	-13%	0%	56µM*	0%	-9%	i	0%	-23%
O=[N+]([O-])c1cccc(CN2C(COCc3ccccc3)CCC=CS2(=O)=O)c1 (stereo unspecified)	19%	-1%	·	-12%	·	-7%	·	·	-20%
O=c1cc(CN2CCN(c3cccc(Cl)c3)CC2)c2cc3c(cc2o1)CCCC3	24%	12%	-20%	17%[57.1 µM]	1%	-4%	-8%	-20%	-19%
O=C(NCC1COc2ccccc2O1)C1CCN(S(=O)(=O)c2cccc3nsnc23)CC1 (stereo unspecified)	36%	-9%[11.4 µM]	-15%	-5%	-6%	-1%	-6%	-17%	-5%[11.4 µM]
